From PubChem BioAssay
Bim-Bcl-W – inhibitors of Bim binding to Bcl-W, primary screen, biochemical, multiplexed, bead-based flow cytometry; inhibition, % at 10 µM; Bim peptide-Bcl-W binding; 190,000 tested, 0.02% active; AID 952, 2007; Bcl-2-like protein 2 (Homo sapiens), Q92843;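 also: 0% = bound tracer without compound and 100% = peptide blocker; higher means less fluorescent Bim peptide bound to Bcl-W beads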
ABCB1 block – ABCB1 efflux pump inhibitors, primary screen, cell-based, multiplex, flow cytometry, ABCG2 counter-screen; ATP-dependent translocase ABCB1 (Homo sapiens), P08183; CCRF-Adr cells, JC-1 efflux; inhibition, % at 6.6 µM; 190,000 tested, 0.067% active; in the data active = inhibition above about 40%;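 also: 0% = vehicle and 100% = reference inhibitor; higher value means more JC-1 retained so stronger ABCB1 efflux block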
Target sequence (P08183 whole entry, looked up): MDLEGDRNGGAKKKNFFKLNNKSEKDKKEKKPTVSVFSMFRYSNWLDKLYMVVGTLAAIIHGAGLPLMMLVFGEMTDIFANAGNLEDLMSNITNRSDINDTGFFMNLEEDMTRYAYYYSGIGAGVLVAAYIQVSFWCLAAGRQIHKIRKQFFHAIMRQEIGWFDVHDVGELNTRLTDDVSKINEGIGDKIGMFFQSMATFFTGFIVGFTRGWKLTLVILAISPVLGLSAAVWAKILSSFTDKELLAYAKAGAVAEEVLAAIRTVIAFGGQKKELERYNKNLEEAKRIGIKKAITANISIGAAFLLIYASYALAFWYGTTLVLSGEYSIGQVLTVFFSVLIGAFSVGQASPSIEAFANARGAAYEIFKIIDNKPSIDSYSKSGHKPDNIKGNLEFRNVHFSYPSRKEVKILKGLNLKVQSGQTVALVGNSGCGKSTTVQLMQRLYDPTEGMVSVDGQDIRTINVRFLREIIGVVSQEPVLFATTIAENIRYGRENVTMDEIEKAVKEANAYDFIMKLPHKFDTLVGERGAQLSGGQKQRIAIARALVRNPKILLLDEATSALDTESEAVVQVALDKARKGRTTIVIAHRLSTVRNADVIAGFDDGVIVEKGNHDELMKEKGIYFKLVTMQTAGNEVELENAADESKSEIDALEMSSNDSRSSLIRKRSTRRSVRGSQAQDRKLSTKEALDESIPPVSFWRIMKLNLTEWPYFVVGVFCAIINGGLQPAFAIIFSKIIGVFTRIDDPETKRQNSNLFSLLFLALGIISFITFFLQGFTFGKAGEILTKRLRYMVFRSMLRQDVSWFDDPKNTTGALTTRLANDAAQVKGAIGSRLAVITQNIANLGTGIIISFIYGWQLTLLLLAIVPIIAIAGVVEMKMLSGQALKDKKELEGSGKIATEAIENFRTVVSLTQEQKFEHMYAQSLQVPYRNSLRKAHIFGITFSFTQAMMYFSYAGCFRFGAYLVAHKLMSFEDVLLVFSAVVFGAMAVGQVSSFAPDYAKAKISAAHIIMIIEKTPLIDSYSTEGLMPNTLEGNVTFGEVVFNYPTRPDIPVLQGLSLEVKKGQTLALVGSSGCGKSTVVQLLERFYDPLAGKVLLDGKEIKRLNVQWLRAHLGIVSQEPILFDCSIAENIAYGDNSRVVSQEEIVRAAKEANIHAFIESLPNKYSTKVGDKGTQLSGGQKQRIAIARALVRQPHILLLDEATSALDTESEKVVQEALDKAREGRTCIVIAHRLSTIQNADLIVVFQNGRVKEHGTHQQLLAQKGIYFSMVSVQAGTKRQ
RGS8-Gao – RGS8-Galphao binding modulators, primary screen, biochemical, multiplexed bead flow cytometry; Guanine nucleotide-binding protein G(o) subunit alpha (Homo sapiens), P09471; actives lie on both sides; response (percent of control binding), % at 10 µM; 220,000 tested, 0.34% active; in the data active = response below about 60% or above about 140%; inactive = in between;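 also: Galphao activated as the GDP aluminium fluoride complex binding bead-coupled RGS8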
Bcl-2 Bim block – inhibitors of Bim-Bcl-2 binding, primary screen, biochemical, multiplexed, human Bcl-2 family; Bead-based flow cytometry, Bim peptide-Bcl-2 binding; inhibition, % at 10 µM; 190,000 tested, 0.06% active; in the data active = inhibition above about 40%; inconclusive = no clear call, values can overlap the other calls;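 also: 0% = no compound wells with probe peptide and 100% = reference peptide inhibitor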
RGS4-Gao reg – modulators of RGS4 binding to Galphao, primary screen, biochemical, multiplexed bead flow cytometry | binding response (% of control), % at 10 µM | actives lie on both sides | 220,000 tested, 0.33% active; in the data active = binding response below about 49% or above about 150%; inactive = in between;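 also: fluorescent Galphao activated with aluminum fluoride binding bead-coupled RGS4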
ABCG2 block – ABCG2 efflux pump inhibitors, primary screen, multiplex with ABCB1, IgMXP3 cells, flow cytometry; Broad substrate specificity ATP-binding cassette transporter ABCG2 (Homo sapiens), Q9UNQ0; JC-1 efflux; inhibition, % at 6.6 µM; 190,000 tested, 0.1% active;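 active = inhibition above 80%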;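 also: 0% = DMSO and 100% = nicardipine control wells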
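System: two drug-resistant human cell lines, ABCG2 and ABCB1; controls: nicardipine high and DMSO low controls; times: 10 min exposure at 25 °C with rotation, no wash; detection: flow cytometry of retained JC-1 fluorescence; read-out basis: percent efflux inhibition, scaled nicardipine 100% to DMSO 0%; doses: one concentration, 6.6 µM final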
GSH bead fluor – compound fluorescence on glutathione beads, profiling panel, artefact control, biophysical, 488/530 nm, flow cytometry. GSH beads flow cytometry, compound fluorescence 488/530 nm; stronger effect = higher value. fluorescence (KMESF) at 10 µM. 190,000 tested, 0.25% active; in the data active = fluorescence above about 89;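 also: glutathione beads carrying GST-tagged Bcl family fusion proteins plus one bare bead set; values are compound well signal with DMSO vehicle wells as background; inactives centre near 16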
Bfl-1 Bim block – inhibitors of Bim binding to Bfl-1, primary screen, biochemical, multiplexed, bead-based flow cytometry | inhibition, % at 10 µM | 190,000 tested, 0.12% active | Bim-Bfl-1 binding inhibition;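 also: 0% = wells without compound plus tracer and 100% = blocker peptide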
RGS7-Gao – RGS7-Galphao binding modulators, primary screen, biochemical, multiplexed bead flow cytometry. actives lie on both sides. binding response (% of control), % at 10 µM. 220,000 tested, 0.35% active. Guanine nucleotide-binding protein G(o) subunit alpha (Homo sapiens), P09471; in the data active = binding response below about 49% or above about 150%; inconclusive = no clear call, values can overlap the other calls; inactive = in between;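 also: fluorescent Galphao held in activated GDP-AlF4 state binding bead-coupled RGS7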
Bcl-XL Bim block – inhibitors of Bim-Bcl-XL binding, primary screen, biochemical, multiplexed, bead flow cytometry, human Bcl-XL; Bcl-2-like protein 1 (Homo sapiens), Q07817; Bim peptide-Bcl-XL binding, fluorescence; inhibition, % at 10 µM; 190,000 tested, 0.04% active
Bcl-B Bim block – inhibitors of Bim-Bcl-B binding, primary screen, biochemical, multiplexed, human Bcl-2 family; bead-based flow cytometry, Bim peptide-Bcl-B binding; 190,000 tested, 0.073% active; inhibition, % at 10 µM; AID 951, 2007;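 also: 0% = tracer peptide without compound and 100% = reference inhibitor peptide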
* hit, by the source's call; ? = inconclusive; / = no result given. Rule as the data show it, unless noted: active = inhibition above about 40%.

SMILES	Bim-Bcl-W	ABCB1 block	RGS8-Gao	Bcl-2 Bim block	RGS4-Gao reg	ABCG2 block	GSH bead fluor	Bfl-1 Bim block	RGS7-Gao	Bcl-XL Bim block	Bcl-B Bim block
CCn1c(NN)nc2sc3c(c2c1=O)CCC3	3	-0.7	99	-5	91	-2	46	-6	95	0	-1
CCC[N+]1(CC#CC2(O)CCCCC2)CCOCC1	0	-0.1	101	-3	104	0	12	-2	104	0	-3
CC(C)CC(NC(=O)C(NC(=O)C(Cc1ccc(OCc2ccccc2)cc1)NC(=O)OC(C)(C)C)C(C)C)C(N)=O (stereo not given)	-4	0.6	116	-7	104	6	13	-11	108	-7	-6
COc1ccc(Nc2nnc(SC(C(=O)Nc3cc(C)ccc3C)c3ccccc3)s2)cc1 (stereo not given)	-2	2.1	104	0	101	5	16	-4	104	-1	-8
CC(NCc1ccccc1Cl)C(=O)Nc1ccc(C#N)cc1 (stereo not given)	0	0.3	102	-1	104	2	11	-5	?	-2	-1
CCCCN(CCCC)c1ccc(C(=O)c2ccccc2C(=O)O)c(O)c1	-1	-0.1	101	-12	102	-1	14	-13	95	-8	-16
c1ccc(CSC2=NCCCN2)cc1	0	1.2	104	-3	104	-4	35	0	99	-2	0
O=C(O)c1cc2c(ccc3ccccc32)o1	-1	0.0	98	-3	99	0	13	-2	101	0	-1
Cc1nn(CC(=O)NCCc2ccccc2)c(C)c1[N+](=O)[O-]	0	1.0	103	0	103	13	11	0	99	-5	-1
CCN(CC(=O)N1CCOCC1)S(=O)(=O)c1ccc(C)cc1	0	0.5	102	-7	100	1	29	-9	99	-11	-6
COc1ccccc1N1CCN(C(=O)c2cc(-c3cccs3)on2)CC1	-5	0.0	100	-5	99	0	15	-1	97	-4	-9
COc1ccc(NC(=O)CSc2nc3ccsc3c(=O)n2Cc2ccccn2)c(OC)c1	-4	1.8	98	-3	100	4	16	-2	101	-6	-10
COc1ccc(CC(=O)NCc2n[nH]c(=S)n2-c2cccc(Cl)c2)cc1	1	1.0	97	-5	99	3	84	17	108	-8	-23
Cc1csc(NC(=O)[C@@H](NC(=O)c2ccccc2)C(C)C)n1	-4	0.3	83	0	90	15	29	-1	94	-4	-4
COc1ccc(NC(=O)CNC(=O)Cn2c(C)cc3ccccc3c2=O)c(OC)c1	-1	0.6	102	-4	104	2	12	-4	?	-2	-2

SMILES	Bim-Bcl-W	ABCB1 block	RGS8-Gao	Bcl-2 Bim block	RGS4-Gao reg	ABCG2 block	GSH bead fluor	Bfl-1 Bim block	RGS7-Gao	Bcl-XL Bim block	Bcl-B Bim block
CCn1c(-c2nonc2NC(=O)c2ccccc2)nc2ccccc21	0	1.2	101	-3	103	4	7	-9	101	-5	-1
CCCC(=O)NC(c1ccc2c(c1)OCO2)c1cc(Cl)c2cccnc2c1O (stereo not given)	0	0.1	92	1	87	-1	9	4	86	-3	-1
COc1ccc(NC(=O)COc2ccc(N(C)S(=O)(=O)c3ccc(C)cc3)cc2)cc1	0	1.3	105	-5	101	1	7	-1	96	-1	0
Cc1cc(=O)n2nc(N3CCCC(C(=O)N4CCc5ccccc54)C3)sc2n1 (stereo not given)	-3	0.5	106	-11	98	2	28	-10	96	-15	-10
CN(C)CCCN1C(=O)c2oc3ccccc3c(=O)c2C1c1cccs1 (stereo not given)	5	0.2	102	0	98	0	9	-9	96	0	-3
CCC(CC)C(=O)Nc1c2c(nn1-c1ccc(OC)cc1)CS(=O)(=O)C2	-5	0.5	94	0	92	2	17	-1	92	0	-2
C=CCn1c(SCC(=O)Nc2ccccc2C)nnc1-c1ccncc1	2	0.4	104	0	107	2	8	0	109	1	2
CCN(CC)c1nc2ccccc2c(N)c1-c1ccccc1	5	-0.2	120	-1	101	0	15	0	102	4	0
O=C(O)CCC(=O)Nc1ccc(C(=O)OC2CCCCC2)cc1	-1	-0.1	103	22	101	0	12	/	102	-3	22
O=C(CCc1ccccc1)Nc1nnc(-c2ccc3c(c2)CCCC3)o1	0	0.1	101	-8	102	2	14	-10	99	-1	-6
O=C(C1CCC1)N1CCc2cc(S(=O)(=O)N3CCN(c4ccccn4)CC3)ccc21	0	2.4	104	-6	103	3	24	-10	104	-1	-7
O=C(CSc1nnc(NC(=O)c2ccco2)s1)Nc1ccccc1F	0	0.1	99	0	94	2	25	-9	95	-2	-2
O=C(Nc1ccccc1F)c1ccc(Cn2cc(Cl)cn2)cc1	0	-1.9	97	-3	96	2	16	-2	98	-5	-2
CCOc1cc(NC(=S)NCCCN(C)C)c(OCC)cc1NC(=O)c1cccs1	-2	-0.1	117	-4	109	1	14	-9	112	-5	-5
COc1ccc(S(=O)(=O)N2CCC(NC(=O)C(Cc3cccc(OC)c3OC)NC(C)=O)CC2)cc1 (stereo not given)	-4	0.6	103	-3	103	0	16	-7	101	-6	-9

SMILES	Bim-Bcl-W	ABCB1 block	RGS8-Gao	Bcl-2 Bim block	RGS4-Gao reg	ABCG2 block	GSH bead fluor	Bfl-1 Bim block	RGS7-Gao	Bcl-XL Bim block	Bcl-B Bim block
COc1cccc(OCCCCSc2ncccn2)c1	-4	0.4	99	-9	101	4	23	-10	107	-8	-24
CCS(=O)(=O)Nc1cc(C(=O)O)ccc1C	1	0.3	100	-3	96	2	13	-3	100	0	0
CCOc1ccc(CCNC(=O)Cn2ccc3ccccc3c2=O)cc1OCC	0	1.3	102	-2	102	4	10	0	?	0	0
N/C(=N\OC(=O)c1ccc(F)cc1)c1nonc1N	0	1.4	92	2	98	14	7	1	101	-4	-2
COc1cccc(CC2(CO)CCCN(Cc3cc(F)ccc3-n3cccn3)C2)c1 (stereo not given)	0	2.8	102	-4	100	10	10	-6	96	0	-2
CCCCN(C)S(=O)(=O)c1ccc(C(=O)N=c2sc3cc(NC(C)=O)ccc3n2C)cc1	-16	-0.5	105	-4	105	-1	17	-2	106	-17	-11
CCCCn1c2c(c(=N)c3c1CCC3)CCC2	2	0.2	98	2	88	1	11	0	92	0	0
CN(C)S(=O)(=O)c1ccc(C(=O)NCC(=O)N/N=C/c2ccco2)cc1	-1	0.1	92	-5	93	2	74	0	87	0	0
CC(C)(C)c1ccc(/C=C/C(=O)N2CCOCC2)cc1	-5	0.2	100	-5	100	1	14	-14	99	-5	-10
COC(=O)c1ccc(CN(Cc2ccc(C(=O)OC)o2)C(C)(C)C)o1	0	0.0	110	-8	106	-2	13	-10	105	-2	-8
C=CCOc1ccc(/C(O)=C2\C(=O)C(=O)N(CCN(C)C)C2c2cccs2)cc1 (stereo not given)	-4	0.5	107	-2	109	3	43	-10	106	-8	-8
COC(=O)c1ccc(-c2noc(CN(Cc3ccncc3)CC3CCCO3)n2)cc1 (stereo not given)	-1	1.3	100	-2	98	9	13	-4	96	-2	-4
Cc1[nH]c2ccccc2c1C(=O)CN1C(=O)NC2(CC(C)CC(C)(C)C2)C1=O (stereo not given)	-2	-0.6	99	-2	105	-18	5	0	102	-6	-4
O=C(NCCc1c[nH]c2ccccc12)C(F)(F)C(F)F	3	-0.2	101	1	97	0	20	0	99	0	1
CC(C)(C)c1[nH]nc2c1C(c1ccncc1)C(C#N)=C(N)O2 (stereo not given)	-3	1.3	97	-14	99	11	31	-20	97	-11	-12

Exported as labelled records: part of the list above
COC(=O)c1ccc(CN(Cc2ccc(C(=O)OC)o2)C(C)(C)C)o1
  Bim-Bcl-W: 0
  ABCB1 block: 0.0
  RGS8-Gao: 110
  Bcl-2 Bim block: -8
  RGS4-Gao reg: 106
  ABCG2 block: -2
  GSH bead fluor: 13
  Bfl-1 Bim block: -10
  RGS7-Gao: 105
  Bcl-XL Bim block: -2
  Bcl-B Bim block: -8

C=CCOc1ccc(/C(O)=C2\C(=O)C(=O)N(CCN(C)C)C2c2cccs2)cc1 (stereo not given)
  Bim-Bcl-W: -4
  ABCB1 block: 0.5
  RGS8-Gao: 107
  Bcl-2 Bim block: -2
  RGS4-Gao reg: 109
  ABCG2 block: 3
  GSH bead fluor: 43
  Bfl-1 Bim block: -10
  RGS7-Gao: 106
  Bcl-XL Bim block: -8
  Bcl-B Bim block: -8

COC(=O)c1ccc(-c2noc(CN(Cc3ccncc3)CC3CCCO3)n2)cc1 (stereo not given)
  Bim-Bcl-W: -1
  ABCB1 block: 1.3
  RGS8-Gao: 100
  Bcl-2 Bim block: -2
  RGS4-Gao reg: 98
  ABCG2 block: 9
  GSH bead fluor: 13
  Bfl-1 Bim block: -4
  RGS7-Gao: 96
  Bcl-XL Bim block: -2
  Bcl-B Bim block: -4

More structures follow:
SMILES	Bim-Bcl-W	ABCB1 block	RGS8-Gao	Bcl-2 Bim block	RGS4-Gao reg	ABCG2 block	GSH bead fluor	Bfl-1 Bim block	RGS7-Gao	Bcl-XL Bim block	Bcl-B Bim block
CCC(C)(C)C1CCc2c(sc(NC(=O)c3ccoc3C)c2C(N)=O)C1 (stereo not given)	0	0.2	99	-7	96	4	12	-7	95	0	-1
CCOC(=O)N1CCN(C(=O)CSc2nnc(Cc3ccccc3)o2)CC1	-8	0.8	100	-9	100	7	15	-8	103	-8	-10
CCCn1c(N2CCN(C(=O)N3CCCCC3)CC2)nc2ccccc21	-2	0.9	100	-11	102	3	33	-13	100	1	-8
Cc1[nH]c2ccccc2c1CCO	0	-2.9	102	-10	100	-1	25	-7	97	-3	-8
CCOc1ccc(NC(=O)C2CCN(C(=O)NCc3ccccc3)CC2)cc1	1	0.1	101	0	97	2	23	-8	101	-1	-4
COc1ccc(N(C(=O)c2ccco2)C(C(=O)NC2CCCC2)c2cccs2)cc1OC (stereo not given)	-2	1.0	102	4	104	2	25	1	103	-2	-1
CCCc1nc2ccccc2c(=O)n1N	0	0.5	124	-10	114	1	34	-10	108	4	-10

Compounds were not picked by outcome (roughly 1.1% active in at least one column).
